Y pestis TopoI: Yersinia pestis topoisomerase I inhibitors, primary screen, biochemical, cleavage product accumulation, plate reader, single point; DNA topoisomerase I (Yersinia pestis CO92); Y. pestis Topo-I cleavage product accumulation; activity, % at 10 µM; hit rate 0.064% among 360,000; in the data active means activity above about 50%, passing the limit was not always enough; inconclusive means no clear call, values can overlap the other calls; further: inactives centre near 2
PfHsp40 rescue: rescue of yeast from PfHsp40 toxicity, primary screen, S. cerevisiae, ATP luminescence. S. cerevisiae expressing PfHsp40, growth rescue. growth rescue, % at 12.5 µM. hit rate 0.68% among 340,000. AID 504582, 2011; in the data active means growth rescue above about 28%, passing the limit was not always enough; inconclusive means no clear call, values can overlap the other calls;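 further: yeast W303a lacking pdr1 and pdr3 grown in galactose medium; growth measured after three days at 30 °C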
PrPC TRFRET: inhibitors of human cell surface prion protein PrPC, primary screen, cell-based, TR-FRET. Major prion protein (Homo sapiens), P04156. TR-FRET read-out. inhibition, % at 13.8 µM. hit rate 0.43% among 370,000. AID 720596, 2013; in the data active means inhibition above about 24%; further: 0% = median of the test wells and 100% = reference compound wells
SSB-PriA inh: inhibitors of Klebsiella pneumoniae PriA binding to SSB C-terminal tail, primary screen, biochemical, AlphaScreen | AlphaScreen SSBct-PriA binding, biotinylated peptide | inhibition, % at 33 µM | hit rate 0.6% among 430,000; in the data active means inhibition mostly above about 37%, no sharp cut-off; inactive means mostly below about 20%;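 further: plate controls were negative control peptide for no effect and reference peptide for full effect; strong numbers were not always called active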
3CLpro inhibitor: SARS-CoV 3CLpro protease inhibitors, primary screen, biochemical, quenched FRET | AID 1706, 2009 | hit rate 0.14% among 290,000 | recombinant SARS-CoV 3CLpro, quenched FRET peptide cleavage | inhibition, % at 6 µM; in the data active means inhibition above about 12%
Vc quorum ag: inducers of Vibrio cholerae quorum light production without autoinducers, primary screen, BH1578 luxS cqsA deficient, single point. activation, % at 18.7 µM. V. cholerae BH1578 lux reporter, luminescence, 6 h. hit rate 0.16% among 350,000; in the data active means activation mostly above about 9.7%, no sharp cut-off; inconclusive means no clear call, values can overlap the other calls; inactive means mostly below about 3.7%; further: not every result past the cut was called active; inactives centre near 0; reference of the scale not given here
BoNT A protease: BoNT/A light chain protease inhibitors, primary screen, biochemical, flow cytometry, MLPCN library; Botulinum neurotoxin type A light chain protease (Clostridium botulinum A str. ATCC 3502); multiplex microsphere protease substrate cleavage; inhibition, % at 10 µM; hit rate 0.17% among 360,000; AID 588499, 2011; further: plate controls were buffer without enzyme for full effect and enzyme alone for no effect
TcdB GH inh: TcdB glycohydrolase inhibitors, primary screen, biochemical, single point, plate reader | Toxin B (Clostridioides difficile), P18177 | TcdB glycohydrolase enzymatic assay | inhibition, % at 9.99 µM | hit rate 0.24% among 350,000 | AID 652162, 2013; in the data active means inhibition above about 10%
Anthrax LF prot: Bacillus anthracis LF protease inhibitors, primary screen, biochemical, multiplex microsphere, MLPCN library; multiplex microsphere protease cleavage assay; inhibition, % at 10 µM; Lethal factor (Bacillus anthracis), P15917; hit rate 0.12% among 360,000; further: plate controls were buffer without enzyme for full effect and enzyme alone for no effect
Target sequence (P15917 whole entry, looked up): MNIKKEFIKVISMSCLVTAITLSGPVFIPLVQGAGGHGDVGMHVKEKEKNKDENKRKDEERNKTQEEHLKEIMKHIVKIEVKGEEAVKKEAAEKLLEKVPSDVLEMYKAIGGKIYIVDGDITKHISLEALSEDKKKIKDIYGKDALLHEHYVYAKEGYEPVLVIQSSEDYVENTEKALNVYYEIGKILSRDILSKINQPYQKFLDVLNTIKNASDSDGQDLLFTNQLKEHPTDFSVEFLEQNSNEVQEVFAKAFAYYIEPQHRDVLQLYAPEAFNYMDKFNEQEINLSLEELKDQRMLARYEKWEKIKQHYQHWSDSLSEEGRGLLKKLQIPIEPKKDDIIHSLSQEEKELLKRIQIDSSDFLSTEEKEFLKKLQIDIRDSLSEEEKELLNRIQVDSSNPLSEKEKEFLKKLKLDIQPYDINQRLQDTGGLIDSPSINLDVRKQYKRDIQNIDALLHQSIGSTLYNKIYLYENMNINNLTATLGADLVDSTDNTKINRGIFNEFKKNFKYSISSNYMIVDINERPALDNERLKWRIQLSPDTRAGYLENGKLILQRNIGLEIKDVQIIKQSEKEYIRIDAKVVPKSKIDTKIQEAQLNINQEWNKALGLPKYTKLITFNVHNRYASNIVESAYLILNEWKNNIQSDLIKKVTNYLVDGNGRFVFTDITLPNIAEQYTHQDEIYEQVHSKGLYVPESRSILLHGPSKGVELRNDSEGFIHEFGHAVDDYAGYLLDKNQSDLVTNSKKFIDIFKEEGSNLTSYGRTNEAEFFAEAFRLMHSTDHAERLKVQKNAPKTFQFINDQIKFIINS
The depositor's hits bear a star; i = inactive; ? = inconclusive; . = no result given; & = joins results of further samples. Unless noted, no stated cut-off is given here; in the data, active means inhibition above about 30%; inconclusive means no clear call, values can overlap the other calls; inactive means below that. A portion of the library; count on the stated rates, not on these rows.

SMILES	Y pestis TopoI	PfHsp40 rescue	PrPC TRFRET	SSB-PriA inh	3CLpro inhibitor	Vc quorum ag	BoNT A protease	TcdB GH inh	Anthrax LF prot
CC1CCN(c2nc(-c3ccco3)c3c(c2C#N)CC(C)(C)OC3)CC1	-7	-0.8	-5	1	0	-0.1	4.0	-0.6	-7
Brc1ccc(C2=CSC3=NCCN23)cc1	2	-1.0	-5	7	-5	-4.5	0.3	-1.5	-1
COc1ccc(-n2nnnc2SCC(=O)Nc2cccc(NC(C)=O)c2)cc1OC	1	0.1	1	-7	-2	-7.1	-0.9	.	10
CCOCCCNC(=O)c1cc(=O)n(Cc2cccc(C)c2)c2ccccc12	19	1.0	1	4	3	-0.2	-0.4	-0.3	-3
O=C(NNC(=O)c1cc(-c2ccncc2)nc2ccccc12)Nc1ccc(F)cc1	-5	-0.3	-16	10	-3	-1.6	2.2	-0.7	3
Cc1ccc(CNC(=O)c2nc3nc(C)cc(C)n3n2)cc1	-2	1.7	-2	-15	1	-12	0.5	.	1
O=C1CC(=O)C(n2cncn2)C(c2ccc(Cl)cc2)C1 (stereo not given)	7	0.0	6	1	5	3.0	4.8	.	0
NS(=O)(=O)c1ccc(NC(=O)COC(=O)/C=C/c2ccc([N+](=O)[O-])cc2)cc1	-14	-0.2	-13	-6	-4	-0.6	-1.1	0.4	2
O=C(NCc1ccco1)c1cccc(-c2nnc(-c3ccccc3)o2)c1	11	1.0	26*	-6	3	i	0.0	.	-3
CCn1c(CNc2ccc(OC)cc2)nnc1SCC(=O)c1ccc(OC)cc1	15	1.8	0	11	3	-2.9	0.5	.	2
CCC(=O)Nc1nc2ccccc2n1Cc1ccccc1Cl	5	-0.3	4	0	8	-0.9	0.6	1.0	-6
CCOC(=O)c1ccc2[nH]c3c(c2c1)CCCC3O (stereo not given)	2	-0.4	3	-3	3	i	0.4	1.7	1
CC1CCC(=NNC(=O)Cc2ccccc2)CC1 (stereo not given)	8	0.3	6	-26	0	-2.0	0.2	.	1
C[C@H](CO)N1C[C@H](C)[C@@H](CN(C)C(=O)Nc2ccc(C(F)(F)F)cc2)Oc2ccc(NC(=O)Cn3cnnn3)cc2C1=O	13	-0.1	-3	0	.	-0.4	0.7	1.0&2.7	-7
Cc1ccc(F)cc1C(=O)N1CCCC(c2cc(C(=O)Nc3ccccc3)no2)C1 (stereo not given)	22	.	10	.	.	-1.2	-0.4	1.2	4
O=C(CCCN=C1NS(=O)(=O)c2ccccc21)OCc1ccccc1	2	-1.1	5	-8	.	-1.2	-2.2	1.2	0
N#Cc1c(-c2ccco2)c2c([nH]c1=S)CCCC2	-15	6.1	2	-18	.	i	-0.1	.	-3
Cc1ccc(SCC(=O)NCc2ccco2)cc1	-3	-0.5	-5	4	-2	i	-0.2	.	0
CSC1CCCCC1(O)CSc1nc2ccccc2o1 (stereo not given)	14	?	7	-3	-2	-0.3	?	.	3
COC(=O)C1=C(c2c(C)noc2C)C[C@@H]2CC[C@H]1N2C(=O)N1CCOCC1	-4	-0.2	3	-20	.	0.4	-0.8	0.0	-2
O=C(OCc1nnc(-c2ccccc2)o1)c1cc(=O)[nH]c2ccccc12	4	0.7	-2	-3	.	-0.5	.	1.3	.
CSC1=N/C(=C\c2ccc(Br)o2)C(=O)S1	-7	-0.6	-3	-5	1	i	-0.3	.	-2
OCC1(CCc2ccccc2)CCN(Cc2cnc(N3CCCC3)s2)CC1	3	0.7	2	-4	-5	-0.5	-0.1	-0.1	-3
Cc1cccc(OCC(=O)Nc2ccc3oc(=O)ccc3c2)c1C	6	-0.3	-3	-9	1	-0.5	-1.4	0.8	1
CCN(CC)c1ccc(NC(=O)c2ccccc2F)cc1	0	-0.4	-18	42	-2	-0.2	-0.3	.	0
O=C(CSc1nc(-c2ccco2)cc(C(F)(F)F)n1)N1CCN(c2ccc(Cl)cc2)CC1	3	-1.7	3	2	5	.	-0.2	.	0
CCCCCN(C(=O)CCC(=O)OCCOc1ccccc1Cl)c1c(N)n(CCCC)c(=O)[nH]c1=O	2	-0.3	-11	-16	.	-0.6	4.2	1.7	-4
CCCC(=O)Nc1sc(C(=O)OC)c(C)c1C(N)=O	1	-0.7	4	-7	2	i	-0.6	-2.2	-2
CCOC(=O)N1CCC(NC(=O)C2CCN(c3ccc(N4CCOCC4)nn3)CC2)CC1	2	-0.3	.	-6	-1	i	-1.3	.	-2
CCCCCC(=O)Nc1nc(C)c(-c2csc(Nc3ccccc3OCC)n2)s1	-3	-1.6	3	4	0	0.6	-0.2	0.4	-8
O=C(Nc1ccccc1)c1cc(C2CCCCN2C(=O)CCc2ccccc2)on1 (stereo not given)	31	.	-6	.	.	-0.7	-0.6	-0.5	-2
COc1ccccc1C(=O)Nc1c2c(nn1-c1ccc([N+](=O)[O-])cc1)CS(=O)(=O)C2	1	-0.8	1	-3	-8	-0.1	0.4	1.4	-2
COc1cccc(/C=N/NC(=O)Cn2nc([N+](=O)[O-])cc2C)c1	3	-0.2	3	i	2	-1.0	.	-0.6	.
Cc1cccc(C)c1NC(=O)CN(C)C(=O)c1ccc(-n2cncn2)c([N+](=O)[O-])c1	1	-1.5	-8	-9	.	-11	6.0	2.1	-2
COc1ccc(OC)c(-c2nc(C)sc2CC(=O)O)c1	-2	-0.1	-1	-4	1	i	0.5	.	-1
COc1cccc(OCc2nc(-c3ccc(Br)o3)no2)c1	4	-0.8	8	-6	1	i	0.3	-2.6	-3
Cc1ccc(NC(=O)CCc2c(C)nn(-c3ccc(N4CCOCC4)nn3)c2C)cc1C	18	0.7	7	4	-1	-0.1	7.0	-7.8	3
CN(C)c1ccc(C(=O)c2ccccc2C(=O)O)cc1[N+](=O)[O-]	9	-1.8	-4	-5	5	3.2	0.3	-0.5	1
COc1ccc(-c2nnc(SCC(=O)NC(C)C)n2CC2CCCO2)cc1OC (stereo not given)	4	-0.5	4	-3	2	i	0.9	.	4
CCN1C(=O)C(=O)N(CC(=O)c2cc(C)n(C3CC3)c2C)C1=O	3	-0.7	3	-6	.	i	2.4	0.8	10
CCN(c1ccccc1)S(=O)(=O)c1ccc(Oc2ccc(-n3ccnc3)cc2)nc1	38	2.4	-2	18	0	i	-1.3	.	-2
COc1c(N2CCN(C(=S)NC3CC4CCC3C4)C(C)C2)c(F)cc2c(=O)c(C(=O)O)cn(C3CC3)c12 (stereo not given)	4	-0.2	-3	-10	0	-0.6	-0.5	1.6	-6
Cc1cc(C)cc(CC(=O)N2CCC2(C)C(=O)NS(=O)(=O)c2cccc(OC(F)F)c2)c1 (stereo not given)	-7	.	6	.	.	-3.0	-0.1	-2.2	-5
O=[N+]([O-])c1cc([N+](=O)[O-])c2cccnc2c1O	.	.	-6	47	-2	.	.	-0.9	.
COc1ccc(NC(=O)/C(N=Nc2cccc(S(=O)(=O)Nc3ccc(SC(F)F)cc3)c2)=C(\C)O)cc1	-10	0.9	3	.	.	-2.6	-1.0	1.4	-8
CCC(=O)c1ccc(OC(=O)N(C)c2ccccc2)cc1	3	-0.2	1	-8	4	-0.2	-0.4	1.5	-2
CC1(C)CC(NC(=O)c2cc(Cl)ccc2Cl)CC(C)(C)N1	-1	0.0	-9	5	-6	-0.5	0.0	0.4	6
COCCNC(=O)COC(=O)/C=C/c1cnc2ccccc2n1	1	-0.3	-8	-7	4	-0.5	7.8	.	-9
COc1ccccc1NS(=O)(=O)c1cccc(C(=O)NCC(c2ccccc2OC)N2CCCC2)c1 (stereo not given)	-3	0.8	-8	7	.	-1.1	1.0	1.9	0
Cn1c(CO)cnc1SCc1ccc([N+](=O)[O-])cc1	-6	-1.4	-11	-5	-10	2.0	-0.3	.	1
CCNc1nc(NCC)n2c(SCC(=O)NCC3CCCCC3)nnc2n1	0	0.6	-1	-13	1	i	-0.6	0.7	0
CC1CN(C(=O)Nc2ccc(Br)cc2Cl)CC(C)O1 (stereo not given)	-5	-0.2	3	10	-1	-0.3	-0.3	1.5	0
O=C(c1sc2ccccc2c1Cl)N1CCN(c2ccccn2)CC1	40	4.9	-6	-1	2	i	1.5	1.2	1
Cc1cccc(-c2nnc(SCC(=O)O)n2Cc2ccccc2)c1	-2	-0.1	-3	4	3	-0.3	-1.3	1.7	17
COc1ccc(Br)cc1C=NNS(=O)(=O)c1ccc(C)cc1	-1	.	12	.	.	i	-0.5	0.7	-4
Cc1ccc(C)c(OCCN2C(=O)NC3(CCc4ccccc4C3)C2=O)c1 (stereo not given)	-13	5.8	10	-3	4	-0.2	0.7	.	-1
O=C1c2cccnc2C(=O)N1Cc1ccc(S(=O)(=O)N2CCN(c3ccc(Cl)cc3)CC2)cc1	6	0.5	-1	10	6	-0.7	0.8	0.5	-1
Cc1ccnc(NS(=O)(=O)c2cc(-c3cc(C)no3)ccc2C(C)C)c1	-1	1.0	8	-9	3	i	-2.2	1.3	0
COc1ccc(CCNc2oc(COc3ccc(F)cc3)nc2C#N)cc1	-11	2.2	8	25	3	i	-0.9	.	-3
O=C(CCCc1nc2ccccc2s1)NCc1ccccc1	9	0.1	1	-7	1	-0.3	0.6	-0.5	-4

Whole records, looked up by structure. Values in the order: Y pestis TopoI, PfHsp40 rescue, PrPC TRFRET, SSB-PriA inh, 3CLpro inhibitor, Vc quorum ag, BoNT A protease, TcdB GH inh, Anthrax LF prot
Cc1ccc(C)c(OCCN2C(=O)NC3(CCc4ccccc4C3)C2=O)c1 (stereo not given) reads -13, 5.8, 10, -3, 4, -0.2, 0.7, ., -1
Cn1c(CO)cnc1SCc1ccc([N+](=O)[O-])cc1 reads -6, -1.4, -11, -5, -10, 2.0, -0.3, ., 1
O=C(c1sc2ccccc2c1Cl)N1CCN(c2ccccn2)CC1 reads 40, 4.9, -6, -1, 2, i, 1.5, 1.2, 1
O=C(CCCc1nc2ccccc2s1)NCc1ccccc1 reads 9, 0.1, 1, -7, 1, -0.3, 0.6, -0.5, -4
COc1ccc(NC(=O)/C(N=Nc2cccc(S(=O)(=O)Nc3ccc(SC(F)F)cc3)c2)=C(\C)O)cc1 reads -10, 0.9, 3, ., ., -2.6, -1.0, 1.4, -8

Other structures follow:
SMILES	Y pestis TopoI	PfHsp40 rescue	PrPC TRFRET	SSB-PriA inh	3CLpro inhibitor	Vc quorum ag	BoNT A protease	TcdB GH inh	Anthrax LF prot
COc1ccc(OCCCC(=O)N2CCCc3ccccc32)cc1	34	1.3	7	-7	-1	i	0.1	.	-4
COC(=O)C1=C(c2c(C)noc2C)C[C@@H]2CC[C@H]1N2C(=O)NC1Cc2ccccc2C1	3	2.0	7	-22	.	-2.9	-0.5	0.7	-1
CCOC(=O)Cc1csc(NC(=O)c2ccc(Cl)s2)n1	2	0.8	20	-13	3	-0.8	0.0	-0.6	-6
CCNC(=O)C1(C)CCCN(Cc2ccc3ccccc3c2Br)C1 (stereo not given)	40	.	-2	.	.	-0.2	0.0	1.7	0
COc1ccc(C(=O)NCCc2nnc3ccc(SCC(=O)NCc4ccc(F)cc4)nn23)cc1	-7	0.1	-12	14	2	i	-0.7	0.1	-4
CCN(CC(=O)Nc1ccc(OC)cc1)C(=O)CSCC(=O)Nc1cc(C)on1	-8	0.5	6	-8	.	1.6	-0.3	1.7	-2
O=[N+]([O-])c1ccccc1-c1nc(-c2ccc(Br)o2)no1	-9	2.9	10	18	-3	i	-0.2	1.1	0
CC(OC(=O)c1nc(-c2ccccc2)n(-c2ccccc2)n1)C(=O)Nc1cc(Cl)cc(Cl)c1 (stereo not given)	22	-0.9	-8	-8	4	-0.2	0.7	1.1	0
